# TGFb SMAD3 inh: blocks TGF-b signaling; Potency, µM (titrated, usually from 46.1 µM), inactives show at the top dose activity, negative = inhibition, hits mostly inhibitors; hit rate 1.2% among 410,000; HepG2 CAGA-GFP TGF-b/SMAD3 reporter, GFP fluorescence, 18 h; TGF-beta stimulated, 500 pg/mL final; AID 588855; note: potency is the fitted concentration of half-maximal effect; % is set by controls: 0 for no effect and ±100 for the full control effect; nearly all actives have a fitted effect of over 65% in size
#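 Smad-responsive CAGA-GFP expression was quantified in HEPG2 cells exposed to compounds and 500 pg/mL final TGF-beta for 18 h at 37 degrees C; unstimulated wells defined full inhibition.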
# Nrf2 inh: inhibitors of Nrf2 signaling; Potency, µM (doses to about 46 µM), for the others: at the highest dose activity change, negative = inhibition, most hits filed as inhibitors; A549 ARE-Fluc reporter, luciferase luminescence, 18-24 h; hit rate 2.1% among 360,000; AID 504444; note: potency is the fitted concentration of half-maximal effect; % is set by controls: 0 for no effect and ±100 for the full control effect; nearly all actives have a fitted effect of over 60% in size
#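 Concentration-response testing used A549 ARE_Fluc cells at 5000 cells/well. Following an 18-24 h compound incubation, viability was read by fluorescence (Ex 405/Em 525) and luciferase output by luminescence.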
# CCT chaperon mod: modulators of cytosolic chaperonin (CCT/TRiC) activity; hit rate 0.3% among 360,000; purified chaperonin ATPase assay, HTRF ADP detection, 30 min; AID 651819; activity change, % (no concentration beside the values), hits read low; in the data active = activity change below about -30%; note: % is set by controls: 0 for no effect and ±100 for the full control effect
#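 TRiC (40 or 20 nM final, by batch activity) in 30 mM Tris pH 7.4, 100 mM KCl, 5 mM MgCl2, 1 mM DTT was treated with compound at 76 uM single dose, then 10 uM ATP, 30 min at 37 °C. ADP was read by HTRF Transcreener.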
# Abeta yeast res: compounds reversing amyloid beta toxicity in yeast; Potency, µM (series often up to 46.1 µM), for the others: at the highest dose growth rescue, usual class: activators; hit rate 0.063% among 410,000; yeast expressing A-beta42, growth rescue, OD600, 48 h; response scale: 0% DMSO, 100% iron-clioquinol control; note: potency is the fitted concentration of half-maximal effect; nearly all actives have a fitted effect of over 55% in size
#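 Yeast growth medium received pinned compounds, then yeast cells expressing toxic A-beta were added; plates incubated at 30 C for 48 hr. Growth read as absorbance at 600 nm, normalized to DMSO and equimolar FeCl3 plus clioquinol controls.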
# Nrf2 activator: activators of Nrf2 (ARE) signaling; AREc32 ARE-luciferase reporter (MCF7-derived line), luminescence, 24 h; Potency, µM (series often up to 46.1 µM), for inactives: at the top dose activation, hits mostly activators; hit rate 0.31% among 410,000; AID 624171; note: potency is the fitted concentration of half-maximal effect; % of control where 0% means no effect; nearly all actives have a fitted effect of over 65% in size
#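 Luminescent ARE reporter assay in AREc32_Fluc cells: overnight plating at 37 deg C, 24 hr compound incubation, Steady-Glo added, 30 min RT before reading.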
# HepG2 tox: HepG2 cytotoxicity, counter-screen for TGF-b inhibitors; Potency, µM (titrated, usually from 46.1 µM), for the others: top-dose activity change, negative = cytotoxicity, hits mostly cytotoxic; HepG2 CAGA-GFP viability, ATP luminescence, 18 h; AID 588856; hit rate 0.76% among 410,000; note: potency is the fitted concentration of half-maximal effect; some results filed as inactive show a strong effect at the top dose
#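 HepG2 CAGA-GFP cells (1000/well, DMEM with 1% FBS) received compound, then TGF-beta at 500 pg/mL final, and were incubated 18 hours at 37 degrees C. Viability was read by CellTiter-Glo luminescence. Media-only wells were set as complete cell-killing and DMSO as no toxicity.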
# pAkt inh: Akt phosphorylation inhibition; Neuro2A IGF-stimulated pAkt S473 HTRF, 20 min; active compounds read low; activity change, % for hits at 50 µM; hit rate 0.32% among 360,000; AID 651550; in the data active = activity change below about -80%; inconclusive = mostly about -51% to -80%; note: % is set by controls: 0 for no effect and ±100 for the full control effect
#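 Neuro2A cells (4,500/well, DMEM with 0.5% FBS) were treated with compound at a single 50 µM final concentration, stimulated with 6 nM IGF for 20 min at 37 °C, and lysed. Phospho-Akt Ser473 was read by HTRF as 665/615 ratio ×10^4.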
# Mm-Cpn inhibitor: blocks the Methanococcus maripaludis chaperonin Mm-Cpn | purified Mm-Cpn ATPase, ADP Transcreener TR-FRET | Potency, µM (series often up to 76.9 µM), for inactives: top-dose activity, negative = inhibition, usual class: inhibitors | hit rate 0.031% among 330,000; note: potency is the fitted concentration of half-maximal effect; % is set by controls: 0 for no effect and ±100 for the full control effect; nearly all actives have a fitted effect of over 80% in size
#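 ATPase turnover read by TR-FRET ADP competition (Eu cryptate antibody/ADP-d2, 665/590 nm): 10uM ATP final, 25nM Mm-CPN final, 30 min 37degC after 10-min compound preincubation, pH 7.4 Tris/KCl/MgCl2/DTT buffer.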
# A549 tox: kills or reduces viability of A549 cells in Nrf2 counter-screen; A549 ARE-Fluc cells, CellTiter-Fluor viability, 18-24 h; hit rate 0.16% among 390,000; Potency, µM (titrated, usually from 46 µM), for the others: at the highest dose activity change, negative = cytotoxicity, most hits filed as inhibitors; note: potency is the fitted concentration of half-maximal effect; % is set by controls: 0 for no effect and ±100 for the full control effect
#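 Cytotoxicity counterscreen: CellTiter-Fluor fluorescence was measured in A549 ARE_Fluc cells after 18-24 h of compound exposure in a concentration series. The subsequent BugLite luminescent read reports ARE-luciferase activity.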
# * hit, by the source's call; i = inactive; ? = inconclusive; · = no result given; & = joins results of further samples; [ ] = another dose, or the depositor's remark. Unless noted, calls come from the whole dose curve; as a rule, active = well fitted curve in the direction sought with a large enough effect; inconclusive = small, poorly fitted or top-dose-only effect, or another doubt; inactive = no such curve, though single readings can be large; an effect the other way counts as inactive or inconclusive. Hits appear at their usual frequency, and some 4.3% of all compounds hit somewhere here.
structure	TGFb SMAD3 inh	Nrf2 inh	CCT chaperon mod	Abeta yeast res	Nrf2 activator	HepG2 tox	pAkt inh	Mm-Cpn inhibitor	A549 tox
COc1cccc(CNC(=O)CC(NC(=O)c2ccccc2)c2ccccc2)c1 (stereo not given)	-7%	-15%	-1.9	-9%	-0.6%	2%	i	1%	-11%
Cc1ccc(-n2c(=O)c3c(cnn3C)n(CC(=O)Nc3ccc(C)cc3C)c2=O)cc1	-7%	-17%[9.27 µM]	·	-8%	0.5%	3%	·	·	-4%
O=C(Nc1ccc(N2C(=O)CCC2=O)cc1Cl)c1cccs1	3%	17%	-0.8	-13%	-0.3%	1%	i	0%	4%
O=C(NCC1CCCO1)C(c1cccnc1)N(C(=O)Cc1cccs1)c1cccnc1 (stereo not given)	1%	8%	2.5	-13%	0.4%	1%	i	1%	3%
COC(=O)c1ccc(NC(=O)c2ccccc2N(C)S(=O)(=O)c2ccccc2)cc1	-6%	-17%	0.6	-9%	-0.3%	-2%	i	-4%	0%
Cc1ccccc1Cn1c(=O)n(Cc2ccc3c(c2)OCO3)c(=O)c2oc3ccccc3c21	5%	?	·	-2%	0.1%	-2%	·	·	8%
CC1=C(C)/C(=N\OC(=O)/C=C/c2ccccc2)C=CC1=O	8%	-4%	-2.8	-27%	3.8%	8%	i	0%	-1%
COc1cccc(CNC(=O)COC(=O)CN(C)S(=O)(=O)c2ccc(NC(C)=O)cc2)c1	13%	3%	-2.1	14%	-0.6%	3%	i	-2%	3%
COCCN(C(=S)Nc1ccc(OC)cc1)C(C)c1cccs1 (stereo not given)	0%	7%	1.7	-5%	0.2%	24%	i	-2%	10%
COc1ccc(CCCc2nnc(SCC(=O)Nc3cccc(C)c3)o2)cc1C	?	-9%	·	1%	0.2%	-5%	·	·	8%
Cc1sc(NC(=O)CSc2nnc(COc3ccccc3)n2C)c(C#N)c1C	-8%	19%	0.4	15%	-0.9%	-21%	i	0%	-2%
COc1ccccc1NC(=O)COC(=O)c1c(C)nn(-c2ccccc2)c1C	-20%	-14%	-13	-4%	2.8%	-33%	i	1%	-2%
CCOc1ccccc1OCC(=O)NC1CCSc2ccccc21 (stereo not given)	?	·	-0.1	5%	8.3%	-25%	i	·	·
O=C(c1ccc(COc2ccc(Br)cc2)o1)N1N=C(C(F)F)CC1(O)C(F)F (stereo not given)	-5%	?	-2.2	?	0.6%	-32%	i	1%	-4%
CC(C)C(C=Cc1ccccc1)=NNS(=O)(=O)c1ccccc1	-13%	·	-1.5	1%	19%	-2%	i	·	·

# Overlap with the part before: two entries, then new ones.
structure	TGFb SMAD3 inh	Nrf2 inh	CCT chaperon mod	Abeta yeast res	Nrf2 activator	HepG2 tox	pAkt inh	Mm-Cpn inhibitor	A549 tox
O=C(c1ccc(COc2ccc(Br)cc2)o1)N1N=C(C(F)F)CC1(O)C(F)F (stereo not given)	-5%	?	-2.2	?	0.6%	-32%	i	1%	-4%
CC(C)C(C=Cc1ccccc1)=NNS(=O)(=O)c1ccccc1	-13%	·	-1.5	1%	19%	-2%	i	·	·
CC(C)OC(=O)c1c(NC(=O)COc2cccc(Br)c2)sc2c1CCCC2	-2%	12%	·	-6%	-0.6%	1%	·	·	-2%
CCc1sc(C(=O)NCCCn2ccnc2)cc1Br	?	?	-1.4	5%	0.3%	-44%	i	-1%	1%
COc1cccc(N=NC2C(=O)N(C(N)=S)N=C2C)c1 (stereo not given)	1%	?	-0.8	-8%	4.5%	5%	i	·	-14%
CCN(CC)C(=O)Cn1nnc(-c2ccc(S(C)(=O)=O)cc2)n1	-2%	-6%	-0.8	-7%	-0.6%	-8%	i	1%	10%
COc1ccc(N(CC(=O)NC2CCCC2)S(=O)(=O)c2c(C)[nH]c(=O)[nH]c2=O)cc1	0%	-8%	-1.2	-11%	-1.1%	1%	i	1%	1%
O=C(CC1C(=O)NCCN1C(=O)Nc1ccccc1)Nc1cc(Cl)cc(Cl)c1 (stereo not given)	?	-4%	-2.6	0%	2.6%	-46%	i	-1%	5%
CCOc1ccccc1C=NN1CCCCCC1	?	2%	0.8	-5%	-0.5%	-5%	i	·	11%
O=C(NCCC1=CCCCC1)c1ccc2c(c1)N(Cc1ccc(F)cc1)C(=O)c1ccccc1S2(=O)=O	·	-4%	·	-3%	4.0%	-30%	·	·	-13%
COCCSc1ccccc1C(=O)NCc1ccc2c(c1)OCO2	-21%	6%	0.1	-15%	0.0%	-9%	i	1%	14%
CC(=O)Nc1ccc(N=Nc2ccccc2)cc1	-6%	?	-2.2	-33%[inhibitor]	2.9%	-2%	i	1%	-13%
O=c1[nH]c2cccc(F)c2n2cccc12	-7%	?	-5.3	-6%	7.3%	-1%	i	0%	1%
COc1ccccc1N1CCN(C(CNC(=O)C(=O)NCc2cccnc2)c2cccnc2)CC1 (stereo not given)	-22%	?	·	-5%	3.1%	-5%	·	·	?
C=C(C)Cn1c(CCNC(=O)CC)nc2ccccc21	?	-14%	-0.4	3%	-0.3%	8%	i	-1%	1%
CN1CCN(C(c2ccccc2Cl)c2sc3nc(-c4ccco4)nn3c2O)CC1 (stereo not given)	12%	·	·	-5%	7.7%	5%	·	·	15%
CCN(Cc1ccccc1)C(=O)Cn1c(=O)n(-c2ccc(Cl)c(Cl)c2)c(=O)c2c(C)c(C(=O)N(C)C)sc21	0%	·	·	18%	-0.4%	-7%	·	·	?

structure	TGFb SMAD3 inh	Nrf2 inh	CCT chaperon mod	Abeta yeast res	Nrf2 activator	HepG2 tox	pAkt inh	Mm-Cpn inhibitor	A549 tox
COc1ccc(-c2noc(CCCC(=O)NCCc3ccccc3)n2)cc1OC	1%	23µM*	0.7	12%	-0.8%	-3%	i	0%	-3%
O=C(Cn1cc(COc2ccc3ccccc3c2)nn1)NS(=O)(=O)c1cccc(OC(F)F)c1	1%	·	0.7	5%	0.3%[9.22 µM]	5%	i	·	·
CCOC(=O)N1CCN(C(=O)C(NC(=O)c2ccc(C(C)(C)C)cc2)C(C)C)CC1 (stereo not given)	-2%	-20%	2.8	-1%	0.0%	0%	i	-4%	-5%
COC(=O)C1=C(Nc2ccccc2NC(=O)c2ccccc2C(=O)O)CSC1	14%	?	-0.1	-4%	14%	-21%	i	0%	0%
Cc1ccc(NC(=O)Nc2cccn(Cc3c(F)cccc3Cl)c2=O)cc1	-12%	-24%	-0.9	-8%	2.7%	4%	i	0%	-8%
CC(C)C(=O)Nc1ccccc1C(=O)OCc1cc(=O)n2nc(C3CC3)sc2n1	52%[activator]	·	·	-23%	0.1%	0%	·	·	9%
O=c1cc(-c2cccc(Cl)c2)oc2cccc(O)c12	-5%&0%	?	-1.7	-9%	?	-1%&-13%	i	1%	-10%&6%
CCOc1ccc(S(=O)(=O)N2CCCC(C(=O)Nc3cccc(C)c3)C2)cc1 (stereo not given)	-8%	-1%	-28	12%	-0.1%	0%	i	3%	-3%
COc1ccc(S(=O)(=O)N2CCN(c3ccccc3)CC2)cc1C(=O)N1CCCC1	-3%	?	1.3	-3%	0.0%	0%	i	0%	-4%
COc1cccc(Nc2ncnc3ccc(Br)cc23)c1	-17%	·	-1.4	-19%	5.6%	-6%	i	·	·
CCc1ccc2[nH]cc(C(=O)OCCOC)c(=O)c2c1	3%	-2%	0.9	0%	0.2%	-11%	i	2%	-10%
O=C(/C=C/c1ccc(Cl)cc1Cl)Nc1ccncc1	?	20%	2.8	-34%	?	-34%	i	0%	0%
CCOC(=O)N1CCN(C(=S)NC(=O)c2ccc(Br)cc2)CC1	-11%	7%	0.6	?	3.3%	3%	i	-3%	3%
C/C(=N\Nc1cccc(Cl)c1)C1(C)N(O)C(C)(C)C(c2ccco2)=[N+]1[O-] (stereo not given)	?	-25%	-1.1	?	0.2%	-39%	i	-1%	-14%
CC(C)Cn1c(N)c(S(=O)(=O)c2cccs2)c2nc3ccccc3nc21	-19%	?	-2.7	4%	0.7%	-12%	·	-12%	-16%

structure	TGFb SMAD3 inh	Nrf2 inh	CCT chaperon mod	Abeta yeast res	Nrf2 activator	HepG2 tox	pAkt inh	Mm-Cpn inhibitor	A549 tox
CCOC(=O)c1oc2ccccc2c1NC(=O)c1cccc(OC)c1OC	21%	-23%	0.1	-33%	0.0%	0%	i	-3%	-10%[1.84 µM]
O=S(=O)(c1ccc(OCC(O)CN2CCc3ccccc3C2)cc1)N1CCOCC1 (stereo not given)	-16%	?	1.2	-7%	2.4%	-1%	i	0%	23%
COc1ccc(/C=C(/NC(=O)c2ccc(C)cc2)C(=O)NCc2ccncc2)cc1	1%	?	-0.6	1%	0.2%	11%	i	0%	-1%
Cc1onc(-c2ccccc2)c1C(=O)N1CCN(C/C=C/c2ccccc2)CC1	-29%	-12%	-1.2	-7%	3.4%	-30%	i	3%	-3%
CCOC(=O)C1(Cc2ccc(OC)cc2)CCN(C(=O)Cc2cccnc2)CC1	-4%	-6%	-4.3	3%	0.2%	-12%	i	3%	-1%
COc1ccc(CNC(=O)C2CCN(S(=O)(=O)c3cn(C)cn3)CC2)cc1	17%	·	·	-11%	0.3%	8%	·	·	0%
Cc1ccc(-c2cnc(N)n2C)cc1C	1%	16%	-0.4	27%	-0.3%	1%	i	2%	-5%
CCc1cccc(C)c1NC(=O)COC(=O)CNC(=O)c1cccs1	-3%	-1%	-1.9	10%	2.4%	-3%	i	2%	-2%
CCOC(=O)NC(=O)COC(=O)CCCSc1nc2ccccc2s1	-7%	18µM*	-0.6	15%	-2.0%	-2%	i	-1%	-10%

# From PubChem
